Compound activity: PubChem, National Center for Advancing Translational Sciences (NCATS)
pAkt inh = HTS Assay for Inhibitors of Akt Phophorylation: Primary Screen; Neuro2A IGF-stimulated pAkt S473 HTRF, 20 min; active compounds read low; activity change, % for hits at 50 µM; 360,000 tested, 0.32% active; AID 651550, 2012; in the data active = activity change below about -80%; inconclusive = mostly about -51% to -80%; note: % is set by controls: 0 for no effect and ±100 for the full control effect
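Neuro2A cells in DMEM with 0.5% FBS, overnight at 37 deg C, given compound at single 50 µM final, then IGF (6 nM final) for 20 min at 37 deg C. Lysed; phospho-Akt Ser473 by HTRF after 24 h, 665/615 ratio.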
TGFb inhibitor = qHTS for Inhibitors of TGF-b; HepG2 CAGA-GFP TGF-b/SMAD3 reporter, GFP fluorescence, 18 h; TGF-beta stimulated, 500 pg/mL final; Potency, µM (doses to about 46.1 µM), for inactives: at the highest dose activity, negative = inhibition, actives largely listed as inhibitors; 410,000 tested, 1.2% active; note: potency is the fitted concentration of half-maximal effect; % is set by controls: 0 for no effect and ±100 for the full control effect; nearly all actives have a fitted effect of over 65% in size
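Inhibition was scored as loss of TGF-beta-induced (500 pg/mL final, 18 hours, 37 degrees C) GFP in HEPG2 cells carrying a CAGA-GFP reporter, in DMEM with 1% FBS. Well GFP was summed per cell; Activity was normalised to unstimulated and stimulated DMSO wells, then concentration-response fitting.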
ATXN viability = Viability Counterscreen for Primary qHTS for Inhibitors of ATXN expression; 400,000 tested, 0.49% active; Potency, µM (titrated, usually from 56.7 µM), actives largely listed as cytotoxic; S2 cells (HEK-293 line with an ATXN2-luciferase reporter) viability, CellTiter-Fluor protease fluorescence, 24 h; note: potency is the fitted concentration of half-maximal effect; nearly all actives have a fitted effect of over 40% in size
HepG2 tox = qHTS for Inhibitors of TGF-b: Cytotox Counterscreen. HepG2 CAGA-GFP viability, ATP luminescence, 18 h. Potency, µM (titrated, usually from 46.1 µM), for inactives: top-dose activity change, negative = cytotoxicity, hits mostly cytotoxic. 410,000 tested, 0.76% active; note: potency is the fitted concentration of half-maximal effect; some results filed as inactive show a strong effect at the top dose
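HepG2 CAGA-GFP cells (1000/well, DMEM with 1% FBS) received compound, then TGF-beta at 500 pg/mL final, and were incubated 18 hours at 37 degrees C. Viability was read by CellTiter-Glo luminescence. Media-only wells were set as complete cell-killing and DMSO as no toxicity.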
CCT chaperon mod = High-Throughput Screening for Modulators of Cytosolic Chaperonin Activity. activity change, % (test concentration not listed), hits read low. purified chaperonin ATPase assay, HTRF ADP detection, 30 min. 360,000 tested, 0.3% active; in the data active = activity change below about -30%; note: % is set by controls: 0 for no effect and ±100 for the full control effect
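First, chaperonin was dispensed at 40 nM or 20 nM final depending on batch activity. Next, compounds were pinned at 76 uM and ATP added at 10 uM. After 30 min at 37 °C, ADP detection reagents ran 30 min at ambient temperature.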
A549 viability = Nrf2 qHTS screen for inhibitors: counterscreen for cytotoxicity. A549 ARE-Fluc cells, CellTiter-Fluor viability, 18-24 h. 390,000 tested, 0.16% active. Potency, µM (doses to about 46 µM), inactives show at the highest dose activity change, negative = cytotoxicity, hits mostly inhibitors. AID 504648, 2011; note: potency is the fitted concentration of half-maximal effect; % is set by controls: 0 for no effect and ±100 for the full control effect
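Cytotoxicity counterscreen: CellTiter-Fluor fluorescence was measured in A549 ARE_Fluc cells after 18-24 h of compound exposure in a concentration series. The subsequent BugLite luminescent read reports ARE-luciferase activity.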
Nrf2 inh = Nrf2 qHTS screen for inhibitors; A549 ARE-Fluc reporter, luciferase luminescence, 18-24 h; Potency, µM (series often up to 46 µM), without a hit: at the top dose activity change, negative = inhibition, actives largely listed as inhibitors; 360,000 tested, 2.1% active; AID 504444, 2011; note: potency is the fitted concentration of half-maximal effect; % is set by controls: 0 for no effect and ±100 for the full control effect; nearly all actives have a fitted effect of over 60% in size
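Quantitative HTS in A549 cells stably bearing an antioxidant response element-firefly luciferase construct. Inhibition of Nrf2-driven transcription was scored by luminescence after 18-24 h of compound exposure at 37 °C.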
Nrf2 activator = qHTS of Nrf2 Activators. AREc32 ARE-luciferase reporter (MCF7-derived line), luminescence, 24 h. 410,000 tested, 0.31% active. Potency, µM (titrated, usually from 46.1 µM), for inactives: top-dose activation, most hits filed as activators; note: potency is the fitted concentration of half-maximal effect; % of control where 0% means no effect; nearly all actives have a fitted effect of over 65% in size
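Nrf2 activation is followed as ARE-luciferase induction in the AREc32 line after one day of compound treatment; luminescence is read with Steady-Glo.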
MmCpn inh = Inhibitors of TCP-1 ring complex (TRiC) of Methanococcus maripaludis (MmCpn): qHTS | purified Mm-Cpn ATPase, ADP Transcreener TR-FRET | Potency, µM (highest dose often 76.9 µM), without a hit: at the top dose activity, negative = inhibition, hits mostly inhibitors | 330,000 tested, 0.031% active | AID 504842, 2011; note: potency is the fitted concentration of half-maximal effect; % is set by controls: 0 for no effect and ±100 for the full control effect; nearly all actives have a fitted effect of over 80% in size
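Inhibition of chaperonin ATP hydrolysis is measured as reduced ADP production, detected by competitive TR-FRET in which signal falls with ADP. Final enzyme 25 nM and ATP 10 uM, reacted 30 min at 37°C.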
An asterisk follows results filed as active; i = inactive; ? = inconclusive; . = no result given; & = joins results of further samples; [ ] = dose if it differs, or a comment. Unless noted, calls come from the whole dose curve; as a rule, active = well fitted curve in the direction sought with a large enough effect; inconclusive = small, poorly fitted or top-dose-only effect, or another doubt; inactive = no such curve, though single readings can be large; an effect the other way counts as inactive or inconclusive.

structure,A549 viability,TGFb inhibitor,MmCpn inh,ATXN viability,HepG2 tox,Nrf2 activator,CCT chaperon mod,pAkt inh,Nrf2 inh
Cc1cc(C)cc(OCC(=O)N(Cc2cccs2)c2ccc(Cl)cc2)c1,3%,?,.,i,-21%,8.1%,.,.,-26%
COc1ccccc1C(=O)O/N=C(/c1ccncc1)c1ccc([N+](=O)[O-])cc1,-5%,2%,3%,i,-5%,0.2%,0.8,i,-18%
OCC[C@@H]1C[C@H](O)[C@@H](O)[C@@]2(OCCCc3cc(Cl)ccc32)O1,.,-7%,.,i,-6%,0.0%,0.6,i,.
O=C1C2C3C=CC(C3)C2S(=O)(=O)C2C3C=CC(C3)C12 (centres undefined),.,5%,.,i,-3%,-0.2%,-0.2,i,.
CCN(C(=O)CSc1nc2ccccc2nc1Cc1ccc(F)cc1)c1cccc(C)c1,-20%,5%,.,?,2%,-0.7%,.,.,.
O=c1ccn([C@@H]2O[C@H](CNCc3c(OCc4ccccc4F)ccc4ccccc34)[C@@H](O)[C@H]2O)c(=O)[nH]1,.,?,.,?,-22%,11%,-1.0,i,.
O=C(NCCNc1ccc([N+](=O)[O-])cc1)c1cccc2c(Br)cccc12,?,-15%,3%,i,22%,-1.0%,-4.7,i,-11%
O=C(c1cnn(-c2ccc(F)cc2)c1-n1cccc1)N1CCN(c2cccc(Cl)c2)CC1,-5%,6%,.,i,-4%,-0.6%,.,.,22%
NC(=O)CCn1c(C(=O)c2cccc([N+](=O)[O-])c2)c2ccccc2[n+]1[O-],-19%,7%,3%,i,-16%,1.1%,1.2,i,6%
CCOC(Cn1c(SCc2cc(C(C)=O)ccc2OC)nc2ccccc2c1=O)OCC,0%,2%,0%,i,-32%,2.0%,-4.4,i,8%
COc1cc(C(=O)Sc2ccc(C)cc2)cc(OC)c1OC,-1%,?,1%,i,-37%,?,0.5,i,7%
Cc1cc(NC(=O)Nc2cccc3ccccc23)no1,2%,1%,3%&0%,?,-25%,6.0%,-1.3,i,-11%
O=C(Cn1cc(SCc2ccc(Cl)cc2)c2ccccc21)N1CCOCC1,-4%&3%,?,3%,i,-25%&-22%,8.9%&7.5%,-1.1,i,2%&11%
C/C(=N\c1nc2ccccc2n1C)c1cc(Cl)ccc1O,-10%,-2%,2%,i,7%,0.1%,2.1,i,17%
COC(=O)C1C(=O)c2c(n[nH]c2C)CC1(C)C (centres undefined),1%,4%,4%,i,7%,-1.0%,3.2,i,10%
CC(=O)S[C@@H]1CC2=CC(=O)CC[C@]2(C)[C@H]2CC[C@@]3(C)[C@@H](CC[C@@]34CCC(=O)O4)[C@H]12,-1%,?,.,i,-37%,6.7%,1.2,i,-3%
Cc1cccc(CSc2nnc(-c3cccs3)n2Cc2ccco2)c1,?,2%,0%,i,-4%,0.0%,0.2,i,?
O=C1CC2CS(=O)(=O)CC2N1c1ccc(Cl)cc1Cl (centres undefined),-4%,-6%,-1%,i,-1%,-1.3%,-0.4,i,0%
O=C(CNC(=O)c1cc(S(=O)(=O)N2CCCCC2)ccc1N1CCOCC1)Nc1ccc(F)c(F)c1,-9%,-1%,2%,i,-3%,-0.3%,-5.9,i,24%
CC1(C)CC(=O)C2=C(C1)OC1=C(C(=O)CC(C)(C)C1)C2c1ccc(O)cc1O,18µM*,7.1µM*,-6%,?,7.1µM*,-3.1%,-1.6,i,.
CCCC1NC(=O)c2cccnc2-n2c1nc1ccc(Br)cc1c2=O (centres undefined),.,28%,.,i,-8%,0.1%,0.7,i,.
CC(C)[C@H](NC(=O)[C@@H]1Cc2ccccc2CN1)C(=O)NC1CCCCC1,5%,16%,-4%,i,8%,-0.3%,1.0,i,6%
Cc1ccc(CN(c2ccc(C(=O)N3CCCC3)cc2)S(C)(=O)=O)cc1,-2%,4%,-5%,i,14%,-0.6%,-4.7,.,-4%
Cc1ccc(S(=O)(=O)N2CCOCC2)cc1NC(=O)CSc1nnc(COc2ccccc2F)n1N,2%,?,.,i,9%,-0.4%,0.2,i,-7%
COc1ccc(NC(=O)CSc2nnc(-c3ccoc3C)n2CCc2ccccc2)cc1,-14%,-7%,-24%,i,-2%,-0.2%,0.3,i,-16%
O=C(CCNC(=O)c1ccc(Br)cc1)Nc1cc(Cl)ccc1-n1cncn1,2%,3%,2%,i,-2%,3.5%,1.6,i,-16%
Cc1ccccc1-n1c(SCC(=O)N/N=C/C=C/c2ccccc2[N+](=O)[O-])nc2ccccc2c1=O,-20%,8%,-3%,?,13%,0.5%,-0.3,i,?
CC(C)C(=O)N1CCC1(C)C(=O)Nc1cc(-c2ccccc2)nn1C (centres undefined),.,16%,.,i,-9%,1.6%[9.22 µM],-0.3,i,.
COc1ccc(-c2nc3ccccn3c2C=O)cc1,-5%,1%,2%,i,-26%,5.6%,-1.2,i,?
Cc1ccc2nc(SCC(=O)Nc3cccc([N+](=O)[O-])c3)[nH]c2c1,-6%,?,-7%,i,-23%,1.0%,-4.8,i,-16%
Cc1ccc(NC(=O)CSCC(=O)Nc2ccc(N3CCOCC3)c(Cl)c2)cc1,1%,0%,1%,i,-5%,2.3%,-0.2,i,-10%
CCn1c(CN2CCCCC2)nc2cc(NC(=O)c3cc(OC)c(OC)c(OC)c3)ccc21,2%,0%,.,?,-38%,10%,.,.,-26%
CC(C)(C)NS(=O)(=O)c1ccc(-c2csnn2)s1,-6%,8%,3%,i,-6%,0.3%,2.7,i,3%
COc1ccc(N2CCN(C(=O)CN3C(=O)CSc4c3c(C)nn4-c3ccccc3)CC2)cc1,2%,0%,.,i,-2%,0.4%,.,.,-20%
CCCNC(=O)/C(C#N)=C1\N=C(NC(=O)c2cccs2)c2ccccc21,-1%,-6%,0%,i,1%,2.8%,3.0,i,6%
COC(=O)C(Cc1c[nH]c2ccccc12)NC(=O)C(=O)c1c[nH]c2ccccc12 (centres undefined),4%,?,2%,i,-21%,0.1%,0.1,i,-4%
Cc1ccc2c(c1)C(c1ccc(O)cc1)(c1ccc(O)cc1)C(=O)N2C,1%,1%,0%,i,0%,4.7%,-0.9,i,?
O=C(c1cc2ccccc2o1)N1CCN(Cc2ccc3c(c2)OCO3)CC1,5%,-28%,1%,i,-16%,0.3%,1.2,i,?
CCOC(=O)C1=C(C)N=c2s/c(=C/c3ccc(OCC(=O)O)cc3)c(=O)n2C1c1ccc(F)cc1 (centres undefined),-24%,-6%,-2%,i,6%,3.5%,-0.7,i,-4%
CC(C)(C)NC(=O)C1CCCN(S(=O)(=O)c2cccc3cccnc23)C1 (centres undefined),-5%,0%,2%,i,-16%,12%,-6.1,i,4%

Compound profiles, from the list above. Order of values: A549 viability, TGFb inhibitor, MmCpn inh, ATXN viability, HepG2 tox, Nrf2 activator, CCT chaperon mod, pAkt inh, Nrf2 inh
CCOC(=O)C1=C(C)N=c2s/c(=C/c3ccc(OCC(=O)O)cc3)c(=O)n2C1c1ccc(F)cc1 (centres undefined) as listed: -24%, -6%, -2%, i, 6%, 3.5%, -0.7, i, -4%
CCCNC(=O)/C(C#N)=C1\N=C(NC(=O)c2cccs2)c2ccccc21 as listed: -1%, -6%, 0%, i, 1%, 2.8%, 3.0, i, 6%
CC(C)(C)NC(=O)C1CCCN(S(=O)(=O)c2cccc3cccnc23)C1 (centres undefined) as listed: -5%, 0%, 2%, i, -16%, 12%, -6.1, i, 4%
COc1ccc(N2CCN(C(=O)CN3C(=O)CSc4c3c(C)nn4-c3ccccc3)CC2)cc1 as listed: 2%, 0%, ., i, -2%, 0.4%, ., ., -20%
COC(=O)C(Cc1c[nH]c2ccccc12)NC(=O)C(=O)c1c[nH]c2ccccc12 (centres undefined) as listed: 4%, ?, 2%, i, -21%, 0.1%, 0.1, i, -4%

Next structures follow:
structure,A549 viability,TGFb inhibitor,MmCpn inh,ATXN viability,HepG2 tox,Nrf2 activator,CCT chaperon mod,pAkt inh,Nrf2 inh
COC(=O)c1cccc(N/C=C(\[N+](=O)[O-])S(=O)(=O)c2ccccc2)c1,-1%,?,0%,i,4%,0.8%,-3.0,i,-4%
NC(=O)c1cccn1-c1ncc(C(F)(F)F)cc1Cl,1%,-7%,-4%,i,-11%,0.1%,-0.7,i,1%
CCn1ncc(/C=C/C(=O)C2CC2)c1C,7%,13%,0%,i,7%,1.6%,3.5,i,5%
O=C(COC(=O)Cc1n[nH]c(=O)c2ccccc12)NNC(=O)c1ccc(Cl)cc1,-3%,?,0%,?,-3%,-0.2%,-2.3,i,-8%
Cc1cc(=O)oc2cc(NC(=O)c3ccccc3OC(F)F)ccc12,0%,?,-6%,i,-8%,?,-0.8,i,?
O=S(=O)(Nc1ccc(N2CCOCC2)cc1)c1ccc2ccccc2c1,?,-6%,0%,i,-4%,2.3%,-2.4,i,-7%
Cn1nnc(NC(=S)NC(=O)c2ccc3ccccc3c2)n1,.,-4%,.,.,-20%,1.8%,-1.3,i,.
